# Screens as filed in PubChem BioAssay.
# IMP-1 inh = blocks Pseudomonas aeruginosa IMP-1 metallo-beta-lactamase | AID 1556 | purified IMP-1, nitrocefin hydrolysis, epi-absorbance fluorescence | inhibition, % at 5.6 µM | 290,000 compounds, 0.45% hits;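 active = inhibition above the mean plus 3 SD of all compounds in the same screening run, cut at about 4.5% in these data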;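 note: 0% = IMP-1 with DMSO and 100% = DMSO wells lacking enzyme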
#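 System: Purified IMP-1 | Read-out basis: Percent enzyme inhibition | Controls: IMP-1 with DMSO as 0%, enzyme-free DMSO as 100% | Replicates: One well per compound | Doses: 5.6 µM nominal single concentration | Detection: Epi-absorbance fluorescence, 480 nm excitation, 530 nm emission | Incubation: 25 °C, 15 min preincubation, 25 min reaction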
# NS3 helicase inh = inhibitors of Hepatitis C virus NS3 helicase; NS3 helicase DNA unwinding, Cy5 molecular beacon fluorescence; inhibition, % at 10.9 µM; 290,000 compounds, 0.56% hits; AID 1800;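 active = inhibition above the mean of all tested compounds plus 3 SD, set per campaign, cut at about 35% in these data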;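 note: 0% = DMSO wells and 100% = thioflavine S control wells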
#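 assay system = NS3 helicase fragment of HCV | buffer or medium = MOPS pH 6.5, MgCl2, DTT, Tween20, BSA | timing = 60 min unwinding reaction at 25 °C after ATP addition | signal = Cy5 beacon fluorescence read at start and 1 h | read-out basis = % inhibition of unwinding | control set = low DMSO, high thioflavine S at 110 µM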
# VIM-2 inhibitor = blocks Pseudomonas aeruginosa VIM-2 metallo-beta-lactamase; purified VIM-2, nitrocefin hydrolysis, epi-absorbance fluorescence; 290,000 compounds, 0.89% hits; AID 1527; inhibition, % at 5.6 µM;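 active = inhibition above the mean of all tested compounds plus 3 SD, cutoff set per screening run, cut at about 7.5% in these data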;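 note: red hydrolysis product quenches plate fluorescence so inhibitors raise well fluorescence; 0% = enzyme with DMSO and 100% = DMSO without enzyme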
# IDE inh = cellular human IDE inhibition; P14735; 320,000 compounds, 0.41% hits; AID 434962; inhibition, % at 5.59 µM; HEK cells, FAbetaB cleavage, fluorescence polarization;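 active = percent inhibition above the average of all tested compounds plus 3 SD, set per screening campaign, cut at about 16% in these data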;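 note: IDE supplied by intact live HEK cells; FP after avidin binding of uncleaved biotin substrate so inhibition keeps polarization high; 0% = DMSO wells and 100% = 60 µM reference IDE inhibitor Ii1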
# Target sequence (P14735 whole entry, looked up): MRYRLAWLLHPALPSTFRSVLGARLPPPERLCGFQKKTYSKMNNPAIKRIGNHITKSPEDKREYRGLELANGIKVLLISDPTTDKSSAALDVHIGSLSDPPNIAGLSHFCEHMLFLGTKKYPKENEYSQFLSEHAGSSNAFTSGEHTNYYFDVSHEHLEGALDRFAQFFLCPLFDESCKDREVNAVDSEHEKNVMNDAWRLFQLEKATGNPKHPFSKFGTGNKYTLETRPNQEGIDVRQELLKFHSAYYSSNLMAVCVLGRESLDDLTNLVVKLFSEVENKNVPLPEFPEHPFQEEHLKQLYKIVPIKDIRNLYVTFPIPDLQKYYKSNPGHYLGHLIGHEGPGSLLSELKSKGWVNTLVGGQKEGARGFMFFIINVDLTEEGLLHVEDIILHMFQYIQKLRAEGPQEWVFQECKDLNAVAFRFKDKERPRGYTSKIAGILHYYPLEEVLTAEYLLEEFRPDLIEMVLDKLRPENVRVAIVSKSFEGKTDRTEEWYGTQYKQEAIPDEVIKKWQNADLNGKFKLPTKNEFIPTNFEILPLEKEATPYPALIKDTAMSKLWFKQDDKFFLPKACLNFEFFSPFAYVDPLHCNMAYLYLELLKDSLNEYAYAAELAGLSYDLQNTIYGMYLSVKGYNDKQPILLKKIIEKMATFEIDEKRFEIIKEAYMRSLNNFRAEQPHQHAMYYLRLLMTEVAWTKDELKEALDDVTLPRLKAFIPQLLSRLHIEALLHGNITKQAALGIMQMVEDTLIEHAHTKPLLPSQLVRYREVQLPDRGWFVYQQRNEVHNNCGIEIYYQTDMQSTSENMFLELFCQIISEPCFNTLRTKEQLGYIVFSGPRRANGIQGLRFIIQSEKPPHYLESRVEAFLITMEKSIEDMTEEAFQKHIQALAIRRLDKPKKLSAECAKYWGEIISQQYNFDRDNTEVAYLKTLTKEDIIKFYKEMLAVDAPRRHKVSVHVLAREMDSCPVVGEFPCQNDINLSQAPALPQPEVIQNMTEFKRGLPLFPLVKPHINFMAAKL
# GalR3 antag = antagonists of human GalR3; AID 651719; 360,000 compounds, 0.44% hits; inhibition, % at 3 µM; O60755; HEK293 GalR3-CNG cAMP membrane potential fluorescence; galR3 body fused to GalR1 C-terminus;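 active = inhibition above the screen-wide average plus 3 SD, cut at about 13% in these data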;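 note: forskolin and galanin both at EC90 stimulate the cells; cAMP rise reported by CNG channel membrane potential dye signal; 0% = forskolin plus galanin with DMSO and 100% = forskolin alone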
# pCIP destab = lowers stability of the mouse p/CIP coactivator protein; F442A p/CIP-EGFP cells, EGFP fluorescence, 16 h; decrease of EGFP signal, % at 10 µM; 290,000 compounds, 0.01% hits; AID 1984;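 active = EGFP signal decrease of at least 30% at 10 µM or well 3 SD below plate mean, unless failing retest; inactive = the rest, including hits failing retest or dose response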; note: some compounds called inactive have numbers as strong as hits; many of its hits are not listed in these tables
# UBC9 SUMO inh = blocks human SUMOylation mediated by UBC9 | P63279 | HTRF SUMOylation assay, SAE1/SAE2 + UBC9, in vitro | inhibition, % at 35 µM | 290,000 compounds, 0.36% hits | AID 2006; in the data active = inhibition above about 50%, passing the limit was not always enough; note: strong numbers were not always called active
# CRFR2-BP antag = CRF-BP/CRF-R2 complex antagonism | inhibition, % at 11.8 µM | AID 588475 | 350,000 compounds, 0.59% hits | HEK293 CRF-R2/CRF-BP, CRF-induced calcium fluorescence;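 active = inhibition of the ligand-induced calcium signal above about 50% at the single tested concentration, limit read from the data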
# IDE cell activ = activators of human insulin-degrading enzyme in cells | 340,000 compounds, 0.073% hits | AID 493087 | activation, % at 5.96 µM | HEK cells, FAbeta-B cleavage, fluorescence polarization; 0% vehicle, 100% cell-free pure enzyme wells;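 active = activation above the mean of all tested compounds plus 3 SD, set per screening campaign, cut at about 17% in these data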
# The depositor's hits bear a star; x = not tested or not shown.
SMILES,IMP-1 inh,NS3 helicase inh,VIM-2 inhibitor,IDE inh,GalR3 antag,pCIP destab,UBC9 SUMO inh,CRFR2-BP antag,IDE cell activ
CC(=O)Nc1ccccc1OC(C)C(=O)N1CCC(C)CC1 (stereo not drawn),-2.6,11,-2.3,4,1,9,-20,-20,-2
O=C(Nc1cc2c3c(c1)CC(=O)N3CCC2)c1ccccc1C(F)(F)F,x,x,x,-3,0,x,x,6,-4
O=C(Nc1ncc(C(F)(F)F)cc1Cl)c1ccc(S(=O)(=O)N2CCOCC2)cc1,-3.3,-12,-1.0,-2,-1,12,-1,7,4
C[C@@]12C(=O)N(c3cccc(Cl)c3)C(=O)N1[C@@H]1c3ccccc3OC[C@@H]1[C@H]2c1ccccc1,x,x,x,-4,-1,x,x,9,5
Cc1c(C=O)c2ccccn2c1C(=O)c1ccccc1,-1.4,0,3.0,-2,3,-13,10,-4,2
O=c1cc2c(nn1Cc1cccc([N+](=O)[O-])c1)-c1ccccc1CC2,-2.6,-17,-0.7,3,-2,-1,-1,27,4
O=C(Nc1ccccc1Sc1ccccc1)C1CCCO1 (stereo not drawn),-2.2,14,-0.6,-6,-3,-12,0,1,6
O=C(N/N=C/c1coc2ccccc2c1=O)c1ccc(Cl)cc1,0.0,22,-3.5,4,-4,3,5,-14,-1
O=C(NCCc1ccc(Cl)cc1)c1ccc2c(c1)OCCO2,-3.0,6,0.0,5,-11,-5,-17,6,2
COc1ccc(OC)c(S(=O)(=O)NCCC2=CCCCC2)c1,-5.9,-11,-5.5,4,-3,1,-8,13,3
Cc1cccc(/C(N)=N/OC(=O)c2ccccc2Cl)c1,-2.8,-1,-1.9,8,0,-4,-5,-39,2
O=C1C2CCCCC2C(=O)N1c1ccc(NC2CCN(Cc3ccccc3)CC2)c([N+](=O)[O-])c1 (stereo not drawn),-3.4,-18,-0.8,-3,-1,-1,-9,-3,-1
COC(=O)c1ccc(C2Nc3ccccc3NC3=C2C(=O)CC(C)(C)C3)cc1 (stereo not drawn),-3.6,-8,-2.0,-1,-6,6,2,-6,6
Cc1ccc(NC(=S)N(CCCN(C)C)Cc2cc3cc4c(cc3[nH]c2=O)OCO4)c(C)c1,-2.7,-13,-1.1,6,-4,-8,1,1,2
COc1ccc(CC(=O)Nc2cc(Cl)ccc2N2CCCC2)cc1,-3.9,-7,-5.4,1,-11,4,-5,8,-4
COc1ccc(-c2nnn3c2nc(NCc2ccccc2)c2ccccc23)cc1,-0.2,-11,-2.7,-4,-1,-2,23,-6,5
Cc1cc(C(=O)COC(=O)c2cc(Cl)ccc2N)c(C)n1Cc1ccco1,-3.1,4,1.7,-1,-5,7,12,14,7
O=C(CN1C(=O)c2cccnc2Oc2ccc(Cl)cc21)NCCc1ccccc1,-1.8,11,-2.4,8,-10,-11,2,5,5
Cc1cc(Nc2ccc(F)cc2F)n2nc(C)nc2n1,-3.6,2,1.4,2,4,-11,10,-6,8
Cc1ccc(-c2cc(C(=O)N3CCN(c4ccc(F)cc4)CC3)c3ccccc3n2)o1,1.0,18,-0.3,-2,-1,-9,29,-13,0
CC(=O)Nc1ccc(NC(=O)C(C)OC(=O)c2cc(S(=O)(=O)N3CCOCC3)ccc2Cl)cc1 (stereo not drawn),x,x,x,9,-1,x,x,1,-2
COc1ccccc1CNC(=O)C1CCCN(S(=O)(=O)c2ccc3c(c2)C(C)(C)C(=O)N3C)C1 (stereo not drawn),-2.4,-10,-1.8,6,1,-28,8,22,1
COc1ccc(C(=O)N2CCCC(C(=O)c3ccccc3OC)C2)cc1OC (stereo not drawn),-0.3,5,2.3,2,-2,-5,8,-5,9
COc1ccc(/C=N/N2CCN(c3ccccc3)CC2)cc1Br,-1.6,5,-1.2,-3,-2,-2,11,-6,-3
COC(=O)Nc1nnc(SCc2ccc(C)cc2)s1,-2.1,-2,-2.4,8,0,-9,5,-17,5
CCCc1c(C)nn(-c2ncccc2[N+](=O)[O-])c1C,-2.7,-9,-4.1,4,1,-17,-4,8,1
O=C(COc1ccc(-c2ccccc2)cc1)N1CCCC1,-0.1,3,-1.9,6,-6,-23,-4,12,4
C=CCC[C@@H](Cc1ccc(F)cc1)C(=O)OCCNC(=O)[C@@H](CC=C)CC(=O)N(CCO)Cc1ccccc1,x,x,x,-4,-7,x,x,11,2
O=C(NCCN1C(=O)C2C3C=CC(C3)C2C1=O)N1CCOCC1 (stereo not drawn),-3.0,19,-3.9,1,0,1,-11,-3,0
Cc1cc(-c2nn(-c3ccccc3F)cc2CN2CCCC(C(N)=O)C2)c(C)s1 (stereo not drawn),0.0,-7,-2.2,-2,-3,-6,14,-27,-1

# Entries of single compounds from above:
# Cc1ccc(-c2cc(C(=O)N3CCN(c4ccc(F)cc4)CC3)c3ccccc3n2)o1 reads IMP-1 inh = 1.0; NS3 helicase inh = 18; VIM-2 inhibitor = -0.3; IDE inh = -2; GalR3 antag = -1; pCIP destab = -9; UBC9 SUMO inh = 29; CRFR2-BP antag = -13; IDE cell activ = 0
# COc1ccccc1CNC(=O)C1CCCN(S(=O)(=O)c2ccc3c(c2)C(C)(C)C(=O)N3C)C1 (stereo not drawn) reads IMP-1 inh = -2.4; NS3 helicase inh = -10; VIM-2 inhibitor = -1.8; IDE inh = 6; GalR3 antag = 1; pCIP destab = -28; UBC9 SUMO inh = 8; CRFR2-BP antag = 22; IDE cell activ = 1
# CC(=O)Nc1ccc(NC(=O)C(C)OC(=O)c2cc(S(=O)(=O)N3CCOCC3)ccc2Cl)cc1 (stereo not drawn) reads IMP-1 inh = x; NS3 helicase inh = x; VIM-2 inhibitor = x; IDE inh = 9; GalR3 antag = -1; pCIP destab = x; UBC9 SUMO inh = x; CRFR2-BP antag = 1; IDE cell activ = -2

# Remaining list, next part:
SMILES,IMP-1 inh,NS3 helicase inh,VIM-2 inhibitor,IDE inh,GalR3 antag,pCIP destab,UBC9 SUMO inh,CRFR2-BP antag,IDE cell activ
O=C(O)c1nc(-c2ccccc2)n(-c2ccccc2)n1,-2.1,-3,-3.0,2,-2,-6,22,19,2
O=C(Nc1cccc(S(=O)(=O)NC2=NCCCCC2)c1)c1cc(-c2ccco2)nc2ccccc12,-0.4,10,-2.6,-2,3,-6,81*,6,1
COc1ccc(-c2nc(C(F)(F)F)c(OC)o2)cc1OC,-2.7,1,-2.0,-8,-6,-14,15,-12,5
CN(C)N1C(N)=C(C#N)C(c2ccc(Br)cc2)C2=C1CC(C)(C)CC2=O (stereo not drawn),-0.8,-4,-2.0,-1,10,11,-4,1,-1
CCn1c(COc2cccc(OC)c2)nnc1SCC(=O)Nc1cccc(OC)c1,-2.4,-12,-1.7,-2,-4,-6,-7,1,6
COCCCNC(=O)CCC(=O)NNc1nc2ccccc2c2nc(-c3ccccc3)nn12,-1.9,8,-3.0,3,2,-7,-12,8,-1
CCCN(CC(=O)Nc1ccccc1OC)C(=O)CSC(=S)N1CCCC1,x,x,x,6,-2,x,x,-14,0
Cc1ccc(OCC(=O)Nc2cccc(-c3nnc(-c4ccccc4)o3)c2)c(C)c1,-3.5,7,-0.9,7,-3,-3,1,-38,-1
CCOC(=O)c1c(NC(=O)CSc2nnc3c(n2)[nH]c2ccccc23)sc2c1CCN(C)C2,-2.6,-28,5.8,3,-2,x,x,-30,-2
O=C(/C=C/c1ccc2ccccc2n1)N1CCN(S(=O)(=O)c2ccccc2F)CC1,-3.6,-5,-1.1,5,2,-4,1,-7,3
CC(=O)C(Sc1ccc2nnc(-c3ccc(C)cc3)n2n1)C(C)=O,-3.7,-4,2.7,1,-3,1,19,3,-2
Cc1ccccc1Nc1nc(-c2sc(NC(=O)c3ccc([N+](=O)[O-])cc3)nc2C)cs1,-2.4,-2,-1.7,-2,x,-9,25,x,x
CC1CCN(c2c(NCc3ccc(C(=O)N(C)C4CCCCC4)cc3)c(=O)c2=O)CC1,-1.6,-13,-1.2,6,-3,-10,-6,0,8
NC(=O)c1c(NC(=O)CSc2nnc(-c3ccccc3)n2CC2CCCO2)sc2c1CCC2 (stereo not drawn),-5.2,-3,0.2,2,-5,-12,-10,13,-9
Nc1nc2c(s1)C(=O)CCC2,-3.4,-2,-0.6,-5,0,-8,3,-7,3

# Copied from the listing for reference:
SMILES,IMP-1 inh,NS3 helicase inh,VIM-2 inhibitor,IDE inh,GalR3 antag,pCIP destab,UBC9 SUMO inh,CRFR2-BP antag,IDE cell activ
NC(=O)c1c(NC(=O)CSc2nnc(-c3ccccc3)n2CC2CCCO2)sc2c1CCC2 (stereo not drawn),-5.2,-3,0.2,2,-5,-12,-10,13,-9
Nc1nc2c(s1)C(=O)CCC2,-3.4,-2,-0.6,-5,0,-8,3,-7,3

# Continued:
SMILES,IMP-1 inh,NS3 helicase inh,VIM-2 inhibitor,IDE inh,GalR3 antag,pCIP destab,UBC9 SUMO inh,CRFR2-BP antag,IDE cell activ
COc1ccc(CC(=O)NCC(=O)N/N=C/c2ccc(C)o2)cc1,-2.1,-5,-2.6,5,-2,2,3,6,1
O=C(O)c1c(N2CCCCC2)ccc([N+](=O)[O-])c1N1CCCCC1,-1.6,-26,-3.2,4,4,-2,5,14,-1
O=C(/C=C/c1ccc2c(c1)OCO2)N1CCCCC1,-0.2,3,0.4,x,-4,10,5,-9,4
Cc1ccc(Cn2cccc2/C=C2/C(=N)N3C=CSC3=NC2=O)cc1,-2.6,2,-6.3,-3,6,0,31,38,5
Cc1sc2ncn(CC(=O)NCCCN3CC(C)CC(C)C3)c(=O)c2c1S(=O)(=O)N1CC(C)CC(C)C1 (stereo not drawn),-2.0,-11,-0.1,-7,-7,-21,11,-9,5
CCCCN1CCN=C1N(C)C,x,x,x,5,-9,x,x,-8,4
O=C(COC(=O)c1cc2ccccc2cc1O)Nc1ccccc1F,x,x,x,-3,-1,x,x,-15,0
O=C(NCC1(c2ccccc2)CCOCC1)c1cccs1,-3.7,8,-3.6,4,2,2,-2,8,5

# Entries above that bear a hit mark in UBC9 SUMO inh.
SMILES,IMP-1 inh,NS3 helicase inh,VIM-2 inhibitor,IDE inh,GalR3 antag,pCIP destab,UBC9 SUMO inh,CRFR2-BP antag,IDE cell activ
O=C(Nc1cccc(S(=O)(=O)NC2=NCCCCC2)c1)c1cc(-c2ccco2)nc2ccccc12,-0.4,10,-2.6,-2,3,-6,81*,6,1

# Compounds were not picked by outcome (roughly 3.2% active in at least one column).
